GPT2 inhibitor: Primary qHTS assay for inhibitors of Glutamate pyruvate transaminase 2 (GPT2). AID 1671188, 2021. hit rate 0.25% among 100,000. Potency, µM (doses to about 57.7 µM), without a hit: at the top dose activity change, negative = inhibition, actives largely listed as inhibitors. Alanine aminotransferase 2 (Homo sapiens), Q8TD30. Recombinant GPT2, coupled pyruvate oxidase/HRP Amplex Red fluorescence; note: potency is the fitted concentration of half-maximal effect; nearly all actives have a fitted effect of over 60% in size; many of its hits are not listed in these tables
Target sequence (Q8TD30 whole entry, looked up): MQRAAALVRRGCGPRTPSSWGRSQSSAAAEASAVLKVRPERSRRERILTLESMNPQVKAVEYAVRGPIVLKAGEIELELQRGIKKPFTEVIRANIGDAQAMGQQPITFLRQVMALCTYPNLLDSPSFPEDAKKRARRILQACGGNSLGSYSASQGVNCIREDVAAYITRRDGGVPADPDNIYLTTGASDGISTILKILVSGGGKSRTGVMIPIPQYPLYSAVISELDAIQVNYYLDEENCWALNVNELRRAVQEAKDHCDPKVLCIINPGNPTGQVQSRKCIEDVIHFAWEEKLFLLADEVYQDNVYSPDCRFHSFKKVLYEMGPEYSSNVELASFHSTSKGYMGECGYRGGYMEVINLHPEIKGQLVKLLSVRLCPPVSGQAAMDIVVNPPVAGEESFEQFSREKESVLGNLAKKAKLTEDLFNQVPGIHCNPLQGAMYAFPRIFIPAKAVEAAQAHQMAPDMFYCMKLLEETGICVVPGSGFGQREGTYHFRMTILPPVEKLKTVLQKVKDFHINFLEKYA
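GPT2 10ng/uL, a-KG 250uM, L-Ala 2mM, HEPES pH7.5 + 0.0001% Tween; 30 min RT. Then Amplex mix (PO/HRP/ThPP), 30 min RT dark, fluorescence. AOA 50uM used as positive control.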
FLuc inh: Firefly luciferase inhibition profiling of diverse chemical library using quantitative high-throughput screening | Luciferin 4-monooxygenase (Photinus pyralis), P08659 | purified P. pyralis luciferase, luminescence, biochemical | Potency, µM (top dose mostly 115 µM), inactives show at the highest dose activity change, negative = inhibition, usual class: inhibitors | hit rate 2.5% among 76,000; note: potency is the fitted concentration of half-maximal effect; nearly all actives have a fitted effect of over 65% in size
Target sequence (P08659 whole entry, looked up): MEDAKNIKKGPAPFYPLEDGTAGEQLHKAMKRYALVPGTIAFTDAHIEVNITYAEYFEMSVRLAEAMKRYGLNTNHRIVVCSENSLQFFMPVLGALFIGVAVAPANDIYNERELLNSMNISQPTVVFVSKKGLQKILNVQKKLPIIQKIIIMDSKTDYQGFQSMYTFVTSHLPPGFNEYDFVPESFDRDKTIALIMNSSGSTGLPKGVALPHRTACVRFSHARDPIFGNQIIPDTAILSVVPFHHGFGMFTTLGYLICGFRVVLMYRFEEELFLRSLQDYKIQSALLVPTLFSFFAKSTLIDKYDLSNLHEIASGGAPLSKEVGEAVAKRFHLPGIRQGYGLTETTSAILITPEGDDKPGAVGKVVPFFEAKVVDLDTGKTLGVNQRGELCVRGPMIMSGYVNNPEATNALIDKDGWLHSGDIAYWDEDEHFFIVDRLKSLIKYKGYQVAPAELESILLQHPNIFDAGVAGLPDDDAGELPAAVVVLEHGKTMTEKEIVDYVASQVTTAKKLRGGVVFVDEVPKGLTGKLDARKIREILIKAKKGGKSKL
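Luminescence read by CCD imager after adding enzyme (10nM final) to wells holding compound, titrated in qHTS. Substrates 10uM each D-luciferin and ATP; buffer 50mM Tris acetate pH 7.5, 10mM Mg acetate, Tween-20, BSA.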
SNCA expr inh: Primary qHTS assay for inhibitors of alpha-synuclein gene (SNCA) expression | HEK-293 SNCA-luciferase knock-in, luminescence, 24 h | Potency, µM (highest dose often 57.2 µM), inactives show at the highest dose activity change, negative = inhibition, actives largely listed as inhibitors | hit rate 0.17% among 140,000;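 note: potency is the fitted concentration of half-maximal effect; plate controls were DMSO cells for no effect and cell-free wells for full effect; nearly all actives have a fitted effect of over 45% in size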
3T3 cytotox: Cytotoxic Profiling in NIH 3T3 Cell Line of Diverse Libraries Using Quantitative High-Throughput Screening; hit rate 4.3% among 94,000; NIH 3T3 viability, CellTiter-Glo ATP luminescence, 48-72 h; AID 1345082, 2018; Potency, µM (highest dose often 96.7 µM), without a hit: at the highest dose activity change, negative = cytotoxicity, usual class: inhibitors; note: potency is the fitted concentration of half-maximal effect; nearly all actives have a fitted effect of over 55% in size
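Viability of NIH 3T3 cells after 48 or 72 hr compound treatment at 37 °C was assessed by CellTiter-Glo, with luminescence imaged following a 10 min room-temperature step.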
SNCA viab count: GF-AFC viability counterscreen for inhibitors of alpha-synuclein gene (SNCA) expression; HEK-293-SNCA-luc viability, GF-AFC fluorescence, 24 h; Potency, µM (highest dose often 57.1 µM), without a hit: at the top dose activity change, negative = cytotoxicity, most hits filed as cytotoxic; hit rate 0.12% among 150,000;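 note: potency is the fitted concentration of half-maximal effect; 0% = DMSO-treated cells and -100% = medium-only wells without cells; nearly all actives have a fitted effect of over 30% in size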
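Cytotoxicity counterscreen: after 24 h compound treatment of genome-edited SNCA-luciferase HEK-293 cells, live-cell protease substrate GF-AFC read by fluorescence after 30 min; activity scaled between DMSO (0%) and medium-only (-100%), curves Hill-fitted.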
HEK293 tox: Cytotoxic Profiling in HEK 293 Cell Line of Diverse Libraries Using Quantitative High-Throughput Screening; HEK 293 viability, ATP luminescence (CellTiter-Glo), 48-72 h; Potency, µM (titrated, usually from 115 µM), for the others: top-dose activity change, negative = cytotoxicity, actives largely listed as inhibitors; hit rate 6.6% among 94,000; AID 1345083, 2018; note: potency is the fitted concentration of half-maximal effect; nearly all actives have a fitted effect of over 60% in size
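Cells seeded first (HEK 293, 250 cells/well), then compound added by pintool. Incubation ran 48 or 72 hr at 37 degree Celsius. CellTiter-Glo was added and luminescence imaged after 10 min at room temperature.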
IP6K1 inhibitor: Primary qHTS assay for small molecule inhibitors of Inositol hexaphosphate kinase 1 (IP6K1) | IP6K1 kinase, ADP-Glo luminescence, 2 h; hits give low values | activity change, % (series mostly up to about 58 µM) | hit rate 0.81% among 140,000 | Inositol hexakisphosphate kinase 1 (Homo sapiens), Q92551; in the data active = activity change below about -25%
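ADP-Glo luminescence measures ADP made by human IP6K1 during a 2 h RT reaction with ATP/IP6 (mix at 1.3 mM/130 uM); top library doses 57.5 and 19.1 uM final.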
* hit, by the source's call; i = inactive; ? = inconclusive; . = no result given; [ ] = remark or other dose. Unless noted, calls come from the whole dose curve; as a rule, active = well fitted curve in the direction sought with a large enough effect; inconclusive = small, poorly fitted or top-dose-only effect, or another doubt; inactive = no such curve, though single readings can be large; an effect the other way counts as inactive or inconclusive. Unless noted, % is set by controls: 0 for no effect and ±100 for the full control effect.

SMILES | GPT2 inhibitor | FLuc inh | SNCA expr inh | 3T3 cytotox | SNCA viab count | HEK293 tox | IP6K1 inhibitor
CN(C)C(=O)CN1C(=O)CO[C@H](c2ccc(NC(=O)c3ccc(C(F)(F)F)cc3)cc2)[C@H]1CO | -1.1% | ? | ? | -15.2% | -16.0% | -28.7% | 10.8
CC1=C[C@@H](CN(C)CCO)[C@H](C(C)C)C[C@H]1Cc1nnc(-c2ccc(C)cc2)o1 | i | -12.5%[172 µM] | -4.4%[87.6 µM] | ? | ? | 89.1µM* | 5.1
COc1cncc(Nc2cnc3ccc(-c4ccc(OC)c(OC)c4)nn23)c1 | -3.5%[88.5 µM] | 7.2%[172 µM] | 76.7%[activator][87.6 µM] | 20µM* | -16.7%[87.6 µM] | 63.1µM* | 2.1
CCOc1ccc(CCNC(=O)c2sc3nc4n(c(=O)c3c2C)CCCC4)cc1OCC | . | . | -3.8% | . | 13.5% | . | 1.3
CCOc1ccc(C(=O)NC2CCCN(c3cc(-c4ccccc4)[nH]n3)C2)cc1OCC (configuration not stated) | -5.6% | -15.5% | -21.4% | ? | -7.8% | 31.6µM* | 16.2
Cc1ccc(Cl)c(OCC(=O)c2ccc3c(c2)N(CCCC(=O)N2CCOCC2)C(=O)CO3)c1 | i | -9.8% | -31.0% | -25.8% | -30.4% | ? | 30.6
COC(=O)c1ccccc1NC(=O)CCc1c(C)nc2cc(-c3ccc(Cl)cc3)nn2c1C | . | . | ? | . | -4.4% | . | 0.5
Cc1ccccc1OCc1nc(C2CN(C(=O)NCc3ccccc3)C2)no1 | i | ? | 26.2% | ? | -8.3% | ? | 11.8
O=C(N[C@H]1CCCNC1=O)C1=C[C@@H](NS(=O)(=O)c2cccs2)[C@@H](O)[C@H](O)C1 | -1.0%[88.5 µM] | 8.5%[172 µM] | -1.5%[87.6 µM] | -11.2%[138 µM] | 0.9%[87.6 µM] | 0.9%[172 µM] | 4.6
CC(C)NC(=O)N[C@H]1CCN2C(=O)c3cc(/C=C/c4ccccc4)ccc3NC(=O)[C@H]12 | 0.7%[88.5 µM] | 3.98µM* | 9.6%[87.6 µM] | i | 1.3%[87.6 µM] | 1.6%[172 µM] | -9.3
CC(Oc1ccccc1)C(=O)N1CCN(C(=O)c2nnn3c2COC(c2ccccc2)C3)CC1 (configuration not stated) | -7.3% | -8.9% | -22.4% | -10.3% | -4.9% | ? | 0.8
O=C(O)c1cnc(N2CCCCC2)nc1-c1ccccc1 | i | -9.9% | 4.1% | ? | -3.8% | 1.3% | -8.0
CCn1ncc(S(=O)(=O)N2CCCC(CO)(CC=C(C)C)C2)c1C (configuration not stated) | -10.8% | -3.5% | 6.7% | -27.1% | -1.2% | -36.4% | 3.3
COC(=O)[C@@H]1Cc2ncn(Cc3ccc(OC)cc3)c2CN1S(=O)(=O)c1cccc2c(N(C)C)cccc12 | ? | -6.3% | -6.5% | ? | -1.7% | ? | 22.0
CSCC(=O)N1C[C@@H](NC(=O)Nc2ccc(F)cc2F)C[C@H]1C(=O)N[C@@H](Cc1cccs1)C(N)=O | i | -2.5% | -16.1% | -2.3% | 4.8% | -8.6% | -10.7

Some of the entries so far, tab-delimited:
Structure	GPT2 inhibitor	FLuc inh	SNCA expr inh	3T3 cytotox	SNCA viab count	HEK293 tox	IP6K1 inhibitor
Cc1ccc(Cl)c(OCC(=O)c2ccc3c(c2)N(CCCC(=O)N2CCOCC2)C(=O)CO3)c1	i	-9.8%	-31.0%	-25.8%	-30.4%	?	30.6
COC(=O)c1ccccc1NC(=O)CCc1c(C)nc2cc(-c3ccc(Cl)cc3)nn2c1C	.	.	?	.	-4.4%	.	0.5
Cc1ccccc1OCc1nc(C2CN(C(=O)NCc3ccccc3)C2)no1	i	?	26.2%	?	-8.3%	?	11.8
O=C(N[C@H]1CCCNC1=O)C1=C[C@@H](NS(=O)(=O)c2cccs2)[C@@H](O)[C@H](O)C1	-1.0%[88.5 µM]	8.5%[172 µM]	-1.5%[87.6 µM]	-11.2%[138 µM]	0.9%[87.6 µM]	0.9%[172 µM]	4.6

Carrying on:
SMILES | GPT2 inhibitor | FLuc inh | SNCA expr inh | 3T3 cytotox | SNCA viab count | HEK293 tox | IP6K1 inhibitor
O=C(c1ccc(Cl)cc1)N1CCC2(CC1)OCC(C(=O)N1CCCC1)N2C(=O)c1ccccc1 (configuration not stated) | -19.8% | -7.6% | 7.9% | -12.9% | -28.3% | -10.4% | 6.7
O=C(O)CCc1ccc(-c2ccccc2)n1-c1ccc(C(=O)O)cc1 | . | . | 12.2% | . | 6.9% | . | -27.2*
Clc1ccccc1C1Cn2cnc(-c3nc(-c4ccncc4)no3)c2CO1 (configuration not stated) | i | -11.5% | -27.8% | ? | -20.6% | ? | 10.8
COc1cccc(CNC(=O)c2cn3cc(-c4cccnc4)sc3n2)c1 | i | . | 18.8% | ? | -2.3% | -30.5% | 11.0
CCCNC(=O)N1C[C@@H](Oc2cccnc2)C[C@@H]1C(=O)NCCOC | i | -6.8% | 5.8% | -3.9% | -4.3% | 2.2% | -2.0
Cc1cn2nc(C(=O)NCc3ccc(F)cc3)cc2c(N2CCCC2)n1 | -36.7% | 0.0% | -17.6% | ? | 15.8% | ? | -16.1
COc1ccccc1CN1CCC2(CC1)CC(C(=O)O)N(C(C)=O)C2 (configuration not stated) | i | -9.5% | ? | 1.5% | 0.9% | -2.2% | 1.6
CC1(C(=O)Nc2cccc(C(F)(F)F)c2)Cc2ccccc2C(=O)O1 (configuration not stated) | . | . | 4.3% | . | -3.9% | . | -0.2
O=C(Cn1ccn2nc(-c3ccc(F)cc3)c(CO)c2c1=O)NCc1ccc2c(c1)OCO2 | -0.4% | -7.9% | ? | -12.2% | -15.3% | ? | 0.2
COc1ccc(C(=O)N2C(C(=O)N3CCCC3)COC23CCN(C(=O)c2cccc(C)c2)CC3)cc1 (configuration not stated) | -3.4% | 1.2% | -5.3% | -18.5% | -27.7% | -24.7% | 23.8
Cc1cc(C)c2nc(N(Cc3cccnc3)C(=O)c3cccs3)sc2c1 | . | . | -24.5% | . | -9.7% | . | -13.3
CCOc1ccc(NC(=O)c2cc(S(=O)(=O)N3CCOCC3)ccc2F)cc1 | . | . | 18.6% | . | 11.6% | . | 15.0
O=C(NCCc1ccc(Cl)cc1)c1ccc2nnc(-c3ccc(F)cc3)n2c1 | i | . | -1.9% | ? | 3.9% | ? | 5.7
Cc1ccccc1Nc1c(-c2c[nH]c3ccccc23)nc2cccc(C)n12 | . | . | 160.5%[activator] | . | -21.7% | . | 26.6
Cc1cc(Cl)ccc1-c1ccc(CN)cc1 | 0.2%[88.5 µM] | . | ? | 31.6µM* | ? | 31.6µM* | -5.0

Individual results from above:
O=C(NCCc1ccc(Cl)cc1)c1ccc2nnc(-c3ccc(F)cc3)n2c1 in SNCA expr inh reads -1.9%
CCCNC(=O)N1C[C@@H](Oc2cccnc2)C[C@@H]1C(=O)NCCOC in SNCA expr inh reads 5.8%
O=C(O)CCc1ccc(-c2ccccc2)n1-c1ccc(C(=O)O)cc1 in IP6K1 inhibitor reads -27.2*
Cc1cc(Cl)ccc1-c1ccc(CN)cc1 in 3T3 cytotox reads 31.6µM*
CC1(C(=O)Nc2cccc(C(F)(F)F)c2)Cc2ccccc2C(=O)O1 (configuration not stated) in SNCA expr inh reads 4.3%
Cc1cc(C)c2nc(N(Cc3cccnc3)C(=O)c3cccs3)sc2c1 in IP6K1 inhibitor reads -13.3

Going on with the list.
SMILES | GPT2 inhibitor | FLuc inh | SNCA expr inh | 3T3 cytotox | SNCA viab count | HEK293 tox | IP6K1 inhibitor
COc1ccc(C)cc1S(=O)(=O)NCC(c1ccc(N(C)C)cc1)N1CCc2ccccc21 (configuration not stated) | . | . | 0.1% | . | 4.8% | . | -11.4
Cc1ccccc1Nc1c2c(nc3nncn13)CCC2 | . | . | 60.3%[activator] | . | -5.2% | . | -6.8
O=C(c1ccsc1)N1CCC(N2C(=O)C3(CCCCC3)C2c2ccncc2)CC1 (configuration not stated) | i | . | -14.0% | -29.2% | 9.0% | -0.6% | -0.4
CC(C)c1ccc(CN2CC(COc3ccccc3)C3(C2)CN(C(=O)c2cn[nH]c2)C3)cc1 (configuration not stated) | ? | 10.2% | -9.6% | ? | -0.3% | ? | -1.1
O=C(c1[nH]ncc1Cl)N1CCOC(Cc2cccc(C(F)(F)F)c2)C1 (configuration not stated) | 3.1% | 12.6µM* | 24.4% | -29.1% | -0.5% | ? | -3.0
Cc1cc(F)ccc1OCC(=O)c1ccc2c(c1)N(C(C)C(=O)N1CCCCC1)C(=O)CO2 (configuration not stated) | i | ? | 34.5%[activator] | ? | -22.5% | 50.1µM* | 2.8
CC(C)CC(=O)O[C@@H]1O[C@H](CO)[C@@H](O[C@H]2O[C@H](C)[C@@H](N[C@H]3C=C(CO)[C@@H](O[C@H]4O[C@H](CO)[C@@H](O[C@H]5O[C@H](CO)[C@@H](O[C@H]6O[C@H](CO)[C@@H](O)[C@H](O)[C@H]6O)[C@H](O)[C@H]5O)[C@H](O)[C@H]4O)[C@H](O)[C@H]3O)[C@H](O)[C@H]2O)[C@H](O)[C@H]1O | i | . | . | . | ? | . | -6.6
O=C(c1ccccc1)N1CCC(N2CC3CC(C2)[C@H]2CCCC(=O)N2C3)CC1 (some centres not stated) | i | -5.7% | -3.6% | i | -8.0% | 2.8% | 21.0
C[C@@H]1CN(Cc2noc(C3CCCC3)n2)CC[C@@]1(O)C1CCC1 | -13.4% | 0.2% | 4.7% | -20.4% | 6.2% | -20.9% | 9.5
CCc1ccccc1N1CC(c2nc3ccccc3n2CCCCOc2ccccc2)CC1=O (configuration not stated) | . | . | 6.7% | . | -14.3% | . | -28.8*
COC(=O)c1ccccc1Nc1nc(-c2ccccc2)no1 | ? | 14.1µM* | 41.7%[activator] | i | -1.6% | 10.4% | 0.6
COCCOCC(=O)N1CCC[C@H](n2c(=O)n(Cc3ccccc3)c3cccnc32)C1 | ? | . | 13.1% | ? | 8.2% | ? | -4.1
CCc1nnc2ccc(N3CCCCC3)nn12 | i | -9.0% | 44.0%[activator] | -15.1% | 11.7% | 1.7% | -2.0
CC(C)N1CCC2(CC1)CN(C(=O)c1cn(C)cn1)Cc1ccccc1O2 | i | . | -16.3% | ? | -14.1% | ? | -17.7
C=C1CC2OC(=O)C(COC)C2C(OC(=O)/C(C)=C\C)CC2(C)OC1=CC2=O (configuration not stated) | -7.0%[27.3 µM] | . | . | . | -32.7% | . | 24.3

Screens deposited in PubChem by National Center for Advancing Translational Sciences (NCATS).

Rows are unselected; about 7.7% have a hit in one of these screens.
